ROC1-CUL1 inh: human ROC1-CUL1 E3 ligase inhibition. in vitro K48 di-Ub FRET, acceptor:donor ratio, 45 min. inhibition, % at 10 µM. 140,000 tested, 0.6% active; in the data active = inhibition above about 25%
Target sequence (P62877 whole entry, looked up): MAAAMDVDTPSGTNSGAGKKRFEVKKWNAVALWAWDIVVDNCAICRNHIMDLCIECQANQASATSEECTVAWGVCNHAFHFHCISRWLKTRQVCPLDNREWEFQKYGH
Target sequence (Q13616 whole entry, looked up): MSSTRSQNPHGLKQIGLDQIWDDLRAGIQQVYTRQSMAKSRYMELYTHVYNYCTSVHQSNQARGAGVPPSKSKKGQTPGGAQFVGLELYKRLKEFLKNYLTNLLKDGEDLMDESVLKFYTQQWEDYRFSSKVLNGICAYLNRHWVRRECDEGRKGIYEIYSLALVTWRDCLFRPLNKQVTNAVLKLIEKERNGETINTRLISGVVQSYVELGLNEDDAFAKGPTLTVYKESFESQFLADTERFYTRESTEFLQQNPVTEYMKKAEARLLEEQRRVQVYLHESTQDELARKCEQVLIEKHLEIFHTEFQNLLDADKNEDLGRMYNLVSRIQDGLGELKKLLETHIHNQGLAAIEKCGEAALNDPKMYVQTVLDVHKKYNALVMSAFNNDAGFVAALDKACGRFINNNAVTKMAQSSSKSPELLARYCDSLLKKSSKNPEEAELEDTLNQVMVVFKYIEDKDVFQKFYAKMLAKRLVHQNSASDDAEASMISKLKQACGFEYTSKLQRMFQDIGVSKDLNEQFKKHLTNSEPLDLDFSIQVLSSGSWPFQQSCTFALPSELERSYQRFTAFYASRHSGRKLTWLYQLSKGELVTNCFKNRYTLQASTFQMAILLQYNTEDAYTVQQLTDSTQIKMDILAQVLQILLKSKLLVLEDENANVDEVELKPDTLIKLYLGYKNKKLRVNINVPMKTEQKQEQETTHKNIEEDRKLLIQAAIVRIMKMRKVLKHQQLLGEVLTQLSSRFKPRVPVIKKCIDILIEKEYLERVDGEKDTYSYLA
* marks the source's active call; other numbers are inactive results.

ROC1-CUL1 inh	SMILES
-5	O=C(O)CC(C(=O)O)c1ccccc1O (stereo unspecified)
-8	O=C(CN(Cc1ccc(Cl)c(Cl)c1)S(=O)(=O)c1ccccc1)NCc1ccccn1
9	C=CCN1N=C(C)Cn2c1nc1c2c(=O)n(CC(C)C)c(=O)n1C
-7	Clc1ccc2nc(-c3ccccn3)nc(-c3ccccc3)c2c1
-4	Cc1ccc(C)c(N2CCN(CCCNC(=O)c3ccc4nc(C(C)C)oc4c3)CC2)c1
-1	N#Cc1c(NC(=O)CCC2CCCCC2)sc2c1CCCCCC2
-8	S=c1[nH]nc(-c2ccc(Br)cc2)o1
23	O=C1NN(c2ccc(Br)cc2)C(=O)/C1=C\c1ccccc1OCc1ccccc1
-1	COc1ccc(-c2nc(CCNC(=O)c3cccs3)cs2)cc1
-5	COc1cc(C2CC(=O)c3c([nH]c(C(=O)OC4CCCC4)c3C)C2)cc(OC)c1OC (stereo unspecified)
2	O=C(CC1Sc2ccccc2NC1=O)NNc1ccc(Cl)c(Cl)c1 (stereo unspecified)
7	Cc1nnc2c(N3CCN(c4ccc(F)cc4)CC3)nc3ccc(C(=O)c4ccccc4)cc3n12
13	Cc1ccccc1CNC(=O)Nc1ccc2c(c1)N(C)C(=O)c1ccccc1S2
-9	CCc1ccc(NC(=O)Cn2c(=O)n(Cc3ccccc3)c(=O)c3oc4ccccc4c32)cc1
4	CCCCCCCOC(=O)Nc1ccc(S(=O)(=O)Nc2ccccc2Cl)cc1
-2	CCCN(C(=O)c1coc(=O)c2ccccc12)c1ccccc1C
-11	CCC(=O)NNC(=O)c1ccc(Br)cc1
-5	CCOc1ccccc1NC(=O)C1CC1(c1ccc(C)cc1)c1ccc(C)cc1 (stereo unspecified)
0	O=C(Nc1cccnc1)c1ccc(Oc2ccccc2)cc1
-8	Cc1ccc(OC(C)C(=O)Nc2ccc(C(N)=O)cc2)c([N+](=O)[O-])c1 (stereo unspecified)
-7	COc1ccc(C2=NN(CC(=O)NCCc3ccc(OC)c(OC)c3)C(=O)CC2)cc1
-3	COc1ccc(N2CN3O[C@]4(CC[C@H]5CC4C5(C)C)C[C@@]3(c3ccc(OC)cc3)C2)cc1
-9	N#Cc1ccc(/C=C/c2cn3cc(I)ccc3n2)cc1
8	COc1ccc(OCc2nn3c(-c4ccccc4)nnc3s2)cc1
-5	CC(=O)Nc1nonc1-c1nnc(SCC(=O)Nc2ccc(C)cc2)n1-c1ccccc1
10	O=C(NCc1ccccn1)c1cc(-c2ccccc2)on1
-10	Cc1nc2sc3c(c2c(=S)[nH]1)CCCC3
11	OCc1nc2ccccc2n1CC(O)COc1ccccc1 (stereo unspecified)
25*	Cc1ccc(OCCCCN2CCNCC2)c(C(C)(C)C)c1
-5	Cc1ccc(NC(=O)NCc2ccc3c(c2)CCN3C(=O)c2ccccc2)c(Cl)c1
-6	O=C(Nc1nccs1)C(Sc1ccccc1)c1ccccc1 (stereo unspecified)
-3	CN(CCc1nc2ccc(F)cc2[nH]1)C(=O)Cn1nnnc1CN1CCCCCC1
0	N#CCc1nc2ccccc2n1C(=O)c1ccccc1
8	CC(=C\C(=O)O)/C(=C/c1ccco1)C(=O)O
1	CC(=O)Nc1ccc(S(=O)(=O)NCc2ccc3c(c2)CCN3C(C)=O)cc1
-3	COc1ccccc1OC(C)C(=O)N1CCN(c2ccccc2F)CC1 (stereo unspecified)
-3	CCOC(=O)c1oc2ccc(/C=N/O)c(Cl)c2c1C
15	Cc1c(CC(=O)NCCO)c2c(n1C1CCCCC1)CC(C)(C)CC2=O
-5	CCN1CCC(NC(=O)c2ccc(Br)cc2)CC1
-1	O=C1Nc2cc(Cl)ccc2OC1(Cl)C(F)(F)F (stereo unspecified)
0	COCC(=O)Nc1cc(C(F)(F)F)ccc1Cl
9	CCCNC(=O)Nc1ccccc1C(=O)NCc1ccco1
-8	O=C(NC1CCCC1)c1ccc2c(=O)n(Cc3ccccc3)c(SCc3ccc([N+](=O)[O-])cc3)nc2c1
6	O=C(NC1CCCC1)c1ccc(N2CCC(NCCc3ccccc3Cl)CC2)cc1
11	CCOC(=O)c1sc(NC(C)=O)nc1C
2	Cc1ccc(Nc2cc(C(=O)NCCc3ccccc3)c3ccccc3n2)c(C)c1
1	CCOC(=O)C1CCN(C(=O)c2cc(Cl)ccc2OC)CC1
5	COCc1nnc(NC(=O)CSc2ccc(C)cc2)s1
5	COc1cccc(CNC(=O)CCC2CCCN(C(=O)CCc3scnc3C)C2)c1 (stereo unspecified)
8	Cc1ccc(S(=O)(=O)N(C)c2ccc(OCC(=O)Nc3cccc(C(F)(F)F)c3)cc2)cc1
5	COc1ccc(N2CCN(c3ccc(-c4nc(-c5ccccc5)no4)cc3[N+](=O)[O-])CC2)cc1
-2	O=c1[nH]c2ccc(NCc3ccc(-c4ccccc4)o3)cc2[nH]1
-3	CC1=CC(O/C=C2\CC(c3ccccc3)OC2=O)OC1=O (stereo unspecified)
12	COC(=O)c1c(NC(=O)CCCOc2cccc(C)c2)sc2c1CCC2
-1	O=C(N/N=C/c1cccn1-c1ccc([N+](=O)[O-])cc1)c1ccccc1
-2	O=C(CCN1CCCO1)N1CCCC(CO)(CCCc2ccccc2)C1 (stereo unspecified)

Three of the entries above in order of their number in ROC1-CUL1 inh, falling.
molecule,ROC1-CUL1 inh
COc1cccc(CNC(=O)CCC2CCCN(C(=O)CCc3scnc3C)C2)c1 (stereo unspecified),5
O=C(N/N=C/c1cccn1-c1ccc([N+](=O)[O-])cc1)c1ccccc1,-1
CC1=CC(O/C=C2\CC(c3ccccc3)OC2=O)OC1=O (stereo unspecified),-3

Next records:
ROC1-CUL1 inh	SMILES
-3	Cc1cccc(N2CCN(C(=O)c3ccc(NC(=O)c4nsc5ccccc45)cc3)CC2C)c1 (stereo unspecified)
2	Cc1ccc2nc(N(Cc3cccnc3)C(=O)c3cccs3)sc2c1
1	Cc1ccc(NC(=O)CN2CCN(c3cccc(Cl)c3)CC2)cc1
7	COc1ccccc1CNCc1cccc(Br)c1
2	Cc1c(CNCc2cccnc2Oc2ccc(F)c(F)c2)cnn1C
2	Cc1cc(C)cc(OCC(=O)N(Cc2ccc(C)o2)C2CCS(=O)(=O)C2)c1 (stereo unspecified)
-11	COc1cc(CNCCc2c[nH]c3ccccc23)ccc1OCc1ccc(F)cc1
12	O=C(CCC1CCN(C2CCSCC2)CC1)NCC1CCCO1 (stereo unspecified)
6	O=C(Cc1cscn1)N1CCC(C2(c3ccccn3)NC(=O)N(CCc3cccs3)C2=O)CC1 (stereo unspecified)
-1	O=C(Cn1c(SCc2cccc(F)c2)nc2ccncc21)Nc1ccc(Cl)cc1F
-7	CCCCN(C)C(=O)CSc1nc2ccccc2nc1Cc1ccc(C)cc1
-6	Cc1ccccc1OCC(=O)Nc1sc2c(c1C(=O)NC1CCS(=O)(=O)C1)CCCC2 (stereo unspecified)
12	COc1cc(C)c(C)cc1S(=O)(=O)Nc1ccccc1
-5	Brc1ccc(-c2cn3c4ccccc4nc3n2CCN2CCCCC2)cc1
-7	COc1ccc(Br)cc1CNc1ccc(CNc2ncn[nH]2)cc1
-4	COc1ccc(C)cc1NC(=O)C(NS(=O)(=O)c1cccc2nsnc12)c1ccccc1 (stereo unspecified)
-3	CC(=O)Nc1cc([N+](=O)[O-])c(C(=O)O)cc1C(=O)O
2	O=C(COc1ccc(Cl)cc1)NNC(=O)NC12CC3CC(CC(C3)C1)C2
-8	O=C(Cc1ccccc1)Nc1cccc(C(=O)OCC(=O)c2ccccc2)c1
4	CCCC(=O)N1CCN(S(=O)(=O)c2ccc(C(C)(C)C)cc2)CC1
2	Cc1ccc2oc(-c3ccc(C)c(NC(=O)c4ccccc4F)c3)nc2c1
2	CCCNC(=O)c1ccc(C)cc1
-7	C#CCOc1ccc(/C=C2\SC(=NC(=O)c3ccc(C(C)(C)C)cc3)C(C(=O)OCC)C2=O)cc1OC (stereo unspecified)
-7	CC(C)Oc1ccccc1-c1nc(SCC(=O)c2ccc(F)cc2)n[nH]1
-4	O=C(Cn1nnc2ccccc21)N/N=C/c1c(O)ccc2ccccc12
-5	Cc1cc(=O)[nH]c(SCC(=O)N2c3ccccc3CCc3ccccc32)n1
10	c1ccc2c(c1)Sc1ncccc1-c1cncnc1-2
-2	O=C(OCCCNC1NS(=O)(=O)C2CCCCC12)C1CC(=O)N(c2ccc(Cl)cc2)C1 (stereo unspecified)
1	O=C(Nc1cc(F)ccc1F)C1CCN(C(=O)c2cnn(-c3ccccc3)c2-n2cccc2)CC1
-6	COc1ccc(-c2cnnc(NCCc3nc(C)c(C)s3)n2)cc1
-9	CCOc1ccccc1NC(=O)Nc1nnc(N2CCCC(C)C2)s1 (stereo unspecified)
-2	Cc1cccc(Oc2nc3c(c(=O)n(C)c(=O)n3C)n2C)c1C
11	CCc1nn(CC(=O)NCCCc2ccccc2)c(=O)c2cc3cc(F)ccc3n12
2	Cc1ccc(NC(=O)C(=O)NCCc2sc(-c3ccc(Cl)cc3)nc2C)cc1C
-6	Cc1ccc(Cl)cc1Nc1nn2c(=O)c3ccc(C(=O)NC(C)c4ccccc4)cc3nc2s1 (stereo unspecified)
-5	Cc1ccc(-c2nc3c(C)cccn3c2Nc2ccccc2C)s1
6	COc1ccc(-c2cc(C(F)(F)F)n3nc(C(=O)N4CCc5ccccc5C4)c(Br)c3n2)cc1
-2	CCOC(=O)N1CCN(C(=O)c2ccc(N3C(=O)c4ccccc4C3=O)cc2)CC1
5	CSc1cc(-c2cccs2)n(-c2ccc(Cl)cc2)c(=S)c1C(=O)c1cccs1
-7	O=C(COCc1cc(-c2cccs2)on1)N1CCN(c2ccccc2)CC1
-5	COc1ccccc1OC1CCN(C(=O)CCC2(Cc3ccc(Cl)cc3)CCC(=O)N2)CC1 (stereo unspecified)
-2	Cc1c2ccccc2nc2ccc3ccccc3c12
-3	Cc1nc(-c2cccc(F)c2)sc1CCNC(=O)Cc1ccc(F)cc1
-1	CC(C)c1ccc(OCc2nnc(SCC(=O)Nc3ccc(Cl)cc3)n2C)cc1
0	Cc1ccc(Cl)cc1N(C)C(=O)Cn1nc(Cc2cccnc2)c2ccccc2c1=O
4	Cc1ccc2nc(N3CCN(c4ccc(F)cc4)CC3)c3nnnn3c2c1
-2	C=CCn1c(COc2ccccc2)nnc1SCC(=O)Nc1ccccc1C(=O)Nc1ccccc1
4	CCC(=O)Oc1ccc(/C=C2\C(=O)NN(c3ccccc3)C2=O)cc1OC

4 of the compounds above, with bars between the fields:
structure | ROC1-CUL1 inh
N#Cc1ccc(/C=C/c2cn3cc(I)ccc3n2)cc1 | -9
COc1ccc(OCc2nn3c(-c4ccccc4)nnc3s2)cc1 | 8
CC(=O)Nc1nonc1-c1nnc(SCC(=O)Nc2ccc(C)cc2)n1-c1ccccc1 | -5
O=C(NCc1ccccn1)c1cc(-c2ccccc2)on1 | 10

In another format: results already given.
Cc1ccc(Cl)cc1N(C)C(=O)Cn1nc(Cc2cccnc2)c2ccccc2c1=O
  ROC1-CUL1 inh = 0

Cc1ccc2nc(N3CCN(c4ccc(F)cc4)CC3)c3nnnn3c2c1
  ROC1-CUL1 inh = 4

C=CCn1c(COc2ccccc2)nnc1SCC(=O)Nc1ccccc1C(=O)Nc1ccccc1
  ROC1-CUL1 inh = -2

CCC(=O)Oc1ccc(/C=C2\C(=O)NN(c3ccccc3)C2=O)cc1OC
  ROC1-CUL1 inh = 4

The listing continues.
ROC1-CUL1 inh	SMILES
6	Cc1ccc(C)c(N2CCN(C(=O)NCc3noc4ccc(C)cc34)CC2)c1
13	OC(CO/N=C/c1ccco1)CO/N=C/c1ccco1
1	COc1ccc(-c2ccc3c(N)c(C(=O)NCc4ccc(C)cc4)sc3n2)cc1OC
8	C=CC[C@](O)(c1ccccc1)[C@@H](O)c1ccccc1
-6	CCC(=O)Nc1cccc(C(=O)/C=C/c2ccccc2)c1
-7	S=C(NCc1ccccc1)NCc1ccccc1
15	Cc1ccc(O)c(C(=O)c2cnc3c(c2)c(C)nn3-c2ccccc2)c1
8	C=CCn1c(SCC(=O)Nc2ccccc2F)nc2scc(-c3ccc(C)c(C)c3)c2c1=O
6	O=C(Nc1ccccc1Cl)c1ccc(CN2CCCCC2)cc1
-2	CCCOc1ccc(-c2nonc2NC(=O)c2ccco2)cc1OCCC
6	Cc1cc(O)c(NC(=O)c2ccc(Cl)c([N+](=O)[O-])c2)cc1C
7	O=C1c2oc3ccccc3c(=O)c2C(c2ccc(F)cc2)N1c1nccs1 (stereo unspecified)
10	COc1ncccc1-c1nc(C2(c3ccc(F)cc3)CCOC2)no1 (stereo unspecified)
-1	Cc1ccc(C(C)C)c(OCC(=O)Nc2c(C(=O)c3ccc(F)cc3)oc3ccccc23)c1
-6	CC1(C)CC(=O)c2cc(-c3nc(-c4ccc(Cl)cc4)cs3)c(=O)n(-c3ccc(F)cc3)c2C1
3	CCC1CCc2nc(SCc3ccc(C(=O)O)cc3)c(C#N)c(C(F)(F)F)c2C1 (stereo unspecified)
1	Cc1ccc(OC(=O)c2cc(-c3ccc4c(c3)OCCO4)on2)cc1C
0	CC(=O)c1c(N2CCOCC2)nc(=O)n(-c2ccccc2)c1C
-8	Cc1nc(N2CCCC2)ncc1C(=O)Nc1ccc(OC(F)(F)F)cc1
7	O=C(NCc1ccccn1)c1cnn(-c2nccc(-c3ccc4c(c3)OCO4)n2)c1-c1ccco1
-3	c1ccc(NC2=Nc3cccc4cccc2c34)cc1
1	N#C/C(=C\c1ccc(-c2cc(Cl)ccc2Cl)o1)C(=O)N1CCCCC1
10	COc1ccccc1NC(=O)c1ccccc1NC(=O)CCc1ccccc1
-1	N#Cc1c(C(F)(F)F)cc(C2CC2)nc1SCc1nc2ccccc2[nH]1
3	O=c1oc2ccccc2cc1-c1cccc(N=Cc2cc(Cc3ccccc3)cc([N+](=O)[O-])c2O)c1
-2	COc1cc(C(=O)NC(C)(C)CO)cc(OC)c1OC
-8	O=S(=O)(Cc1ccc(F)cc1)Nc1ccccc1F
9	O=C(CCCOc1ccc(Cl)cc1Cl)Nc1ccc(-c2nnc(-c3ccccc3)o2)cc1
-3	CCCC(C)NS(=O)(=O)c1ccc(C)cc1 (stereo unspecified)

Compound activity: PubChem BioAssay, Icahn School of Medicine at Mount Sinai

The list is partial; the hit share may differ from the screen's.
